AHR activator: human AHR activation; P35869; AHR-responsive luciferase reporter cells, luminescence; AID 2796; 320,000 tested, 2.5% active; activation, % at 5 µM; in the data active = activation above about 47%;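 also: 0% = vehicle wells and 100% = reference agonist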
Target sequence (P35869 whole entry, looked up): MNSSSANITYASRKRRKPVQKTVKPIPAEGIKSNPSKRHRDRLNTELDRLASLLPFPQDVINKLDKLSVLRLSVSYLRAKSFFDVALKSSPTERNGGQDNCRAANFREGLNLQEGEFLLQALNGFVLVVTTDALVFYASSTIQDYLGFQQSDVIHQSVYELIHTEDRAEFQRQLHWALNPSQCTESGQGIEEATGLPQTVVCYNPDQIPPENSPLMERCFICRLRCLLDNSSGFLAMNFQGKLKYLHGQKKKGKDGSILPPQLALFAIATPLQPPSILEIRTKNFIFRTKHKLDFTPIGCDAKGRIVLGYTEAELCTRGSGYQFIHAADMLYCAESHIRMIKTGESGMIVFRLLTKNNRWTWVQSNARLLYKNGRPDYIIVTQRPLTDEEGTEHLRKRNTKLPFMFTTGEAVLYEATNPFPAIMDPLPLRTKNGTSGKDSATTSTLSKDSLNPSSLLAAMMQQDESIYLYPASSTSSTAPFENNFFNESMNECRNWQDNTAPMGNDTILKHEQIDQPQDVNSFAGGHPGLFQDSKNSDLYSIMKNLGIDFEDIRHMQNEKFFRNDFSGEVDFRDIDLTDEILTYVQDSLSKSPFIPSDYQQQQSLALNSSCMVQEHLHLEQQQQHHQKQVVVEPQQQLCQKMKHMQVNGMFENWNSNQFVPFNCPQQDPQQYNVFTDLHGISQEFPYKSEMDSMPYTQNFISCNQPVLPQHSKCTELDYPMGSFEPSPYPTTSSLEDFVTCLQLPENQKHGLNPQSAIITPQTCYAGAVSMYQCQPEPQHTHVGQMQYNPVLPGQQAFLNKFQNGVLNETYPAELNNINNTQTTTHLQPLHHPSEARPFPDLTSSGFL
MEP2 TOR yeast: modulators of TOR pathway MEP2-GFP in S. cerevisiae | 330,000 tested, 0.51% active | GFP response vs DMSO, % at 10 µM | S. cerevisiae MEP2-GFP strain, flow cytometry GFP, 3 h; 100% = DMSO control level;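 active = GFP response versus DMSO above a set limit, roughly screen mean plus 3 SD, cut at about 180% in these data; inconclusive = fewer than 70 cells counted for a yeast strain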;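 also: median GFP fluorescence of the barcode-gated MEP2-GFP cells per well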
RPL19A TOR yeast: modulators of TOR pathway RPL19A-GFP in S. cerevisiae. S. cerevisiae RPL19A-GFP strain, flow cytometry, 3 h; stronger effect = lower value. percent response vs DMSO, % at 10 µM. 330,000 tested, 0.3% active;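 active = percent response vs DMSO below 50%; inconclusive = fewer than 70 events counted for the yeast strain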;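 also: median channel GFP fluorescence of the barcoded RPL19A-GFP strain; ratio of sample median GFP to plate DMSO average so 100% = DMSO; lower means less RPL19A-GFP as with rapamycin TOR inhibition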
AGP1-GFP MLPCN: modulators of TOR pathway AGP1-GFP in S. cerevisiae. GFP response vs DMSO, % at 10 µM. AID 2066. 320,000 tested, 0.02% active. S. cerevisiae AGP1-GFP multiplex flow cytometry, 3 h; GFP as percent of DMSO wells;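 active = GFP response relative to DMSO above a set limit, near screen average plus 3 SD, cut at about 150% in these data; inconclusive = fewer than 70 cells counted for the yeast strain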;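 also: median GFP channel fluorescence of the gated AGP1 strain per well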
CIT2-GFP yeast: yeast TOR pathway CIT2-GFP modulation; S. cerevisiae CIT2-GFP strain, flow cytometry, 3 h; 100 means same as DMSO wells; GFP response vs DMSO, % at 10 µM; 320,000 tested, 0.065% active;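 active = GFP response relative to DMSO above a set limit, near the screen mean plus 3 SD, cut at about 150% in these data; inconclusive = Fewer than 70 cells measured for a yeast strain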;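 also: ratio of well median GFP fluorescence to mean of DMSO wells on the plate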
proCasp7 act: activates human procaspase-7, counter-screen for procaspase-3 activators; P55210; recombinant procaspase-7, Ac-DEVD-pNA absorbance 405 nm; D23A/D198A/D206A triple mutant, cannot self-cleave; scale: DMSO 0, 5 µM enzyme 100; activation, % at 8.5 µM; 330,000 tested, 0.093% active;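 active = percent activation above the screen-wide mean plus 3 SD, cut at about 25% in these data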
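System: Uncleavable procaspase-7 mutant enzyme; Amount: 2 µM procaspase-7 mutant as dispensed; Schedule: 1 h compound preincubation, 2 h substrate cleavage, 25 °C; Measured by: 405 nm absorbance of p-nitroaniline; Evaluation: percent activation from buffer-corrected 0–120 min absorbance change; Control set: low DMSO alone, high DMSO plus 5 µM PC-7.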
LAP4 TOR yeast: yeast TOR pathway LAP4-GFP modulation | S. cerevisiae LAP4-GFP multiplex, flow cytometry GFP, 3 h; median GFP as percent of DMSO wells | 320,000 tested, 0.34% active | GFP response vs DMSO, % at 10 µM | AID 2023;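 active = GFP response vs DMSO above a set limit, about the screen mean plus 3 SD, cut at about 150% in these data; inconclusive = under 70 cell events counted for the yeast strain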
proCasp3 act: procaspase-3 (human) activation; recombinant procaspase-3 D3A, Ac-DEVD-pNA absorbance 405 nm; activation, % at 8.5 µM; 330,000 tested, 0.11% active; AID 463141;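 active = activation above the mean of all tested compounds plus 3 SD, cut at about 21% in these data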;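 also: 0% = DMSO alone and 100% = DMSO wells spiked with extra 5 µM PC-3 D3A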
Target sequence (P42574 whole entry D9A/D28A/D175A): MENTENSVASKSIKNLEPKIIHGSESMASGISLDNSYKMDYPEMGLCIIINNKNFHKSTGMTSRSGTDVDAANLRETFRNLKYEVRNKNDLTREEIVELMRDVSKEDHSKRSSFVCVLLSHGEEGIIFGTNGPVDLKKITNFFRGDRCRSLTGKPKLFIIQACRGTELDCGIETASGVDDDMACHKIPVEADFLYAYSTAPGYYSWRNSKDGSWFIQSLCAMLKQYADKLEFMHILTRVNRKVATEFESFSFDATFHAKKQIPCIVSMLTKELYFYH
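Test system: Procaspase-3 D3A mutant, all three cleavage aspartates alanine | Dosing: Single dose, 8.5 µM nominal compound, 0.8% DMSO | Schedule: 1 h preincubation, 2 h reaction | Technique: 405 nm absorbance of p-nitroaniline, reads at 0 and 120 min | Repeats: One well per compound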
Numbers without * were called inactive; ? = inconclusive; . = no result given. Compounds were not picked by outcome. Share with any hit: about 3.5%.

SMILES	AHR activator	MEP2 TOR yeast	RPL19A TOR yeast	AGP1-GFP MLPCN	CIT2-GFP yeast	proCasp7 act	LAP4 TOR yeast	proCasp3 act
O=C(NCc1cccc(CNC(=O)C(=O)NCc2ccco2)c1)C(=O)NCc1ccco1	2	100	103	104	103	0	98	6
CCCNC(=O)CS(=O)Cc1nc(-c2ccc(OC)cc2)oc1C (configuration not stated)	7	91	104	104	109	-14	95	-9
COc1ccc(C2=NN(S(C)(=O)=O)C(c3cccs3)C2)cc1 (configuration not stated)	16	98	94	101	94	0	110	0
CN(C)CC/C=C1/c2cc(F)ccc2Sc2ccc(Cl)cc21	-2	91	97	106	100	5	109	0
CC(=N\NC(=O)c1ccccc1)/C(=N/O)C(=O)Nc1ccccc1	9	100	101	104	102	5	101	10
Cc1ccc(C(=O)Nc2ccc(S(=O)(=O)NC3=NCCCCC3)cc2)cc1S(=O)(=O)N1CCOCC1	-1	94	96	98	87	4	101	5
CCOc1cc(/C=N/NC(=O)CSc2nnc(C)s2)ccc1OCc1ccccc1Cl	16	101	104	102	96	-3	102	3
O=P(COCCCCCOCP(=O)(c1ccccc1)c1ccccc1)(c1ccccc1)c1ccccc1	6	89	93	89	86	3	97	0
Cc1ccc(N2NC(=O)/C(=C/C=C/c3ccco3)C2=O)cc1C	2	99	102	100	95	-3	96	1
COc1ccc(CCNC(=O)c2cccc3ccccc23)cc1OC	2	109	110	104	102	10	88	9
CC(C)(C)c1ccc(C(=O)Nc2cccc(-n3cnnn3)c2)cc1	-2	107	106	113	101	-5	106	1
COc1ccc(C(=O)NN/C(C)=C/C(=O)C(F)(F)C(F)(F)C(F)(F)F)cc1	7	94	95	95	92	-3	107	9
Cc1oc(-c2ccccc2Cl)nc1CN1CCCC1c1ccc(F)cc1 (configuration not stated)	17	122	115	110	114	12	98	3
COc1cccc(CC2(CO)CCN(S(=O)(=O)N(C)C)CC2)c1	0	111	111	113	94	6	108	-2
CCOc1ccc(CC(=O)N2CCN=C2SCc2ccc([N+](=O)[O-])cc2)cc1	2	114	97	99	111	-4	99	7
COc1ccc2[nH]c3c(Cl)ncnc3c2c1	13	122	98	105	105	4	99	2
O=c1oc2cc(O)ccc2s1	0	97	105	95	88	-24	115	-16
COC(=O)c1ccc(S(=O)(=O)NCc2cccc(OC)c2)n1C	0	113	103	109	114	9	104	-4
N#CC1(N2CCN(C(=O)c3ccccc3)CC2)CCCCC1	-1	100	101	96	100	-3	95	-3
CCOC(=O)C1C(=O)C=C(c2ccc(OC)cc2)CC1c1ccco1 (configuration not stated)	3	128	101	100	97	-17	109	5
CS(=O)(=O)N1CCN(c2ncccn2)CC1	0	105	101	109	110	5	108	-2
CCCCn1c(N)c(N(CCC(C)C)C(=O)c2ccccc2C)c(=O)[nH]c1=O	-1	105	104	102	104	-1	95	1
O=C(Nc1ccc(F)cc1)c1ccc(Cn2cnnn2)cc1	-3	103	107	101	99	9	96	-4
C=CCn1c(-c2cc3cccc(OC)c3o2)n[nH]c1=S	17	104	97	97	94	-29	121	-11
CCCCCCOC(=O)/C=C/c1c(C)[nH]c(=O)[nH]c1=O	3	119	108	.	95	-4	105	4
COc1cc(OC)cc(C(=O)NCC(=O)NCCN2C(=O)S/C(=C\c3ccccc3Cl)C2=O)c1	5	94	90	91	83	7	85	2
CC(C)CC(OC(=O)CC1Sc2ccccc2NC1=O)C(=O)NC1CCCC1 (configuration not stated)	-1	90	91	102	102	12	95	-1
CCN(CC)C(=O)c1nc[nH]c1C(=O)N1CCC(C)CC1	1	86	88	92	88	-5	90	3
COc1ccc(-c2nn3c(-c4cccc(C)c4)nnc3s2)cc1OC	14	101	98	80	88	7	100	5
CCN(Cc1cc2cc(C)ccc2[nH]c1=O)C(=O)c1cccc(OC)c1	17	106	97	105	97	2	108	6

Individual results from the results shown.
In CIT2-GFP yeast, `CCCCn1c(N)c(N(CCC(C)C)C(=O)c2ccccc2C)c(=O)[nH]c1=O` has the entry 104
In CIT2-GFP yeast, `O=C(Nc1ccc(F)cc1)c1ccc(Cn2cnnn2)cc1` has the entry 99

(cont.)
SMILES	AHR activator	MEP2 TOR yeast	RPL19A TOR yeast	AGP1-GFP MLPCN	CIT2-GFP yeast	proCasp7 act	LAP4 TOR yeast	proCasp3 act
NS(=O)(=O)c1ccc(CCNC(=O)C(=O)NCC2OCCN2C(=O)c2ccc3c(c2)OCO3)cc1 (configuration not stated)	-3	110	105	105	113	2	97	3
Cn1c(O)c(N=NC(=O)c2cc(-c3cccs3)nc3ccccc23)c2ccccc21	17	98	102	99	108	-6	98	1
Cc1ccc(-c2noc(CCC(=O)Nc3ccccc3C)n2)cc1	2	88	93	95	86	1	89	-4
CC(C)(C)c1csc(NC(=O)C2COc3ccccc3O2)n1 (configuration not stated)	1	96	103	94	97	-8	92	3
COc1cc(/C=C2/NC(=O)N(CC(=O)Nc3ccc(C)cc3)C2=O)ccc1Oc1ccc([N+](=O)[O-])cn1	2	99	97	97	96	5	89	1
CC(C)(C)c1cc(C(=O)N/N=C/c2ccccn2)n[nH]1	4	89	95	111	112	17	101	-3
O=C(CN1C(=O)c2cccnc2Oc2ccc(Cl)cc21)NC1CCCC1	5	91	94	95	92	5	96	0
CSc1ccccc1NC(=O)Nc1ccccc1Cl	31	99	97	94	93	0	98	12
Cc1ccc(S(=O)(=O)c2cc(C)cc(S(=O)(=O)Nc3ccc(C(=O)O)cc3)c2C)cc1	-3	107	105	108	111	-11	94	2
COC(=O)C(C#N)C(=C1C(=O)CC(C)(C)CC1=O)c1ccc(O)cc1 (configuration not stated)	2	92	93	97	93	-5	93	1
CC(CC(=O)Nc1cc([N+](=O)[O-])ccc1Cl)c1ccccc1 (configuration not stated)	-6	97	95	82	93	2	93	2
O=C(Cc1ccccc1Cl)NCCCn1ccnc1	6	104	100	101	97	-3	102	3
CCCOc1ccc(/C=C2\SC(N)=NC2=O)cc1OC	23	102	99	105	108	-8	94	1
CC(C)Cn1c(-c2ccc(C#N)cc2)nc2c1c(=O)[nH]c(=O)n2CC(C)C	0	101	98	110	98	10	94	1
Cn1c(=O)[nH]c(=O)c2c1nc(Br)n2CCSc1nc2ccccc2o1	6	100	.	95	99	-1	97	-2
Nn1c(SCC(=O)Nc2ccc(S(=O)(=O)N3CCCC3)cc2)nnc1C(F)(F)F	0	101	101	103	97	12	102	-11
O=C(c1ccc(=O)oc1)N1CCC(C(O)(c2ccccc2)c2ccccc2)CC1	0	99	95	102	96	8	102	-15
COc1ccc(-c2[nH]ncc2-c2ccc3c(c2)OCCO3)c(O)c1	8	95	97	98	103	3	101	-5
Cc1sc2c(c1C)c(=O)n(-c1ccccc1)c(=O)n2CC(=O)NCC1CCCO1 (configuration not stated)	0	106	101	109	99	9	104	-3
CN1CCN(c2nc(N3CCN(CCO)CC3)nc3ccccc23)CC1	-2	88	94	93	89	3	.	-2
CC(=O)c1sc(-c2ccccc2)cc1NS(=O)(=O)c1ccccc1	3	87	94	95	86	3	97	7
O=C(NCCc1ccccc1)C(=O)NCC1CCNCC1	0	90	98	92	93	4	93	-8
O=C(NCc1ccncc1)c1ccc(Cn2cc(C(F)(F)F)ccc2=O)cc1	0	109	106	112	113	-5	100	-11
c1ccc2c(c1)ncn2CCOCCOCCn1cnc2ccccc21	1	?	79	.	84	-4	?	-2
COC(=O)c1ccc2c(c1)S(=O)(=O)NC(=NCc1ccco1)S2	1	113	111	111	113	4	109	0
COc1cccc(-c2csc(N3CCN(C(=O)Nc4ccc(F)cc4)CC3)n2)c1	13	108	95	95	81	1	133	8
N#Cc1ccsc1NC(=O)CSc1ncn[nH]1	-7	105	104	106	108	-3	100	-1
CCCCOCCCn1c(-c2ccco2)nc2nc3ccccc3nc21	4	97	92	91	92	2	91	1
CCOC(=O)C1CCCN(Cc2cc(OC)c(O)c(OC)c2)C1 (configuration not stated)	-1	95	96	90	90	-9	93	-1
CCOC(=O)c1c(C)[nH]c(C)c1S(=O)(=O)N(C)CC(=O)Nc1cc(C)ccc1OC	55*	98	101	101	101	6	96	7
O=C(CCNC(=O)Cn1cnc2ccccc2c1=O)NCCC1=CCCCC1	3	99	101	97	94	3	101	-3
O=C(NCCn1cccn1)c1ccc(OC2CCN(CCc3ccccc3)CC2)cc1	0	103	100	99	95	-1	94	2
CCc1sc(C(=O)NNC(=O)c2cncc(Br)c2)cc1C	7	113	103	102	102	0	112	5
Cc1cc(C)nc(SC2c3cccc4cccc(c34)C2NS(=O)(=O)c2ccccc2)n1 (configuration not stated)	9	86	100	96	96	-3	96	2
CC1=C(C(=O)Nc2ccccc2C(=O)NC2CCC(C)CC2)SCCO1 (configuration not stated)	3	114	100	100	107	-5	97	0
COc1cccc(NC(=O)C(Cc2ccccc2)n2cccc2)c1 (configuration not stated)	6	109	103	108	90	-2	126	0
COC(=O)c1ccn(CSc2c(F)c(F)cc(F)c2F)n1	2	92	92	87	87	2	93	0
O=C(CNC(=S)N(Cc1ccccc1)Cc1cccnc1)N1CCOCC1	0	94	100	92	105	12	99	7
CCOc1ccc(NC(=O)CCCOc2cc(=O)n(C)c3ccccc23)cc1	-1	106	93	100	92	-1	.	9
CCC1(c2ccc(F)cc2)NC(=O)N(CC(=O)NCc2ccc(C)cc2)C1=O (configuration not stated)	3	96	103	107	104	0	99	3
O=C(CO/N=C/c1ccccc1OC(F)F)N1CCc2ccccc21	11	98	102	96	99	5	93	1
COc1ccccc1CNCC(=O)NCc1ccc(C)cc1	3	98	98	104	100	4	103	3
O=C1CCCC/C1=C\Nc1ccccc1C(=O)O	0	106	102	106	103	4	102	-2
S=C(NCc1ccncc1)Nc1ccc(Cl)cc1Cl	13	104	103	105	107	-1	101	-5
S=C(NCc1ccco1)N/N=C/c1ccccc1Cl	21	103	102	98	94	10	115	-7
Cn1nc([N+](=O)[O-])nc1Sc1nnnn1-c1ccc(C(=O)O)cc1	-1	104	100	105	97	-4	109	-6
Cc1cc(NC(=O)CCCn2ccc([N+](=O)[O-])n2)n(Cc2ccc(F)cc2)n1	-1	111	99	103	101	2	103	-1
COc1cc(N=c2oc3c(C)ncc(CO)c3cc2C(N)=O)cc(OC)c1OC	22	100	91	92	96	5	101	0
CCN1C(=O)C(=O)N(CC(=O)Nc2ccccc2OC(F)F)C1=O	5	102	95	96	86	4	100	-8
CN(C(=O)COC(=O)CCC1CCCCC1)c1c(N)n(Cc2ccccc2)c(=O)[nH]c1=O	0	106	105	113	98	9	108	0
COc1cc(OC)c(C(=O)N(CCc2ccccc2)Cc2ccccc2)cc1OC	9	96	104	95	109	4	90	2

An excerpt from above in order of formula weight, low to high.
SMILES	AHR activator	MEP2 TOR yeast	RPL19A TOR yeast	AGP1-GFP MLPCN	CIT2-GFP yeast	proCasp7 act	LAP4 TOR yeast	proCasp3 act
CCN1C(=O)C(=O)N(CC(=O)Nc2ccccc2OC(F)F)C1=O	5	102	95	96	86	4	100	-8
COc1cc(N=c2oc3c(C)ncc(CO)c3cc2C(N)=O)cc(OC)c1OC	22	100	91	92	96	5	101	0
CN(C(=O)COC(=O)CCC1CCCCC1)c1c(N)n(Cc2ccccc2)c(=O)[nH]c1=O	0	106	105	113	98	9	108	0

Screening data deposited in PubChem by several laboratories.
